D1 antagonist: human D1 dopamine receptor antagonism; P21728; HEK293 TREx D1 cells, calcium flux, dopamine EC80; hits give low values; activity change, negative = inhibition, % at 10 µM; 360,000 compounds, 3.2% hits; AID 504652; in the data active = activity change below about -30%; note: % is set by controls: 0 for no effect and ±100 for the full control effect
Target sequence (P21728 whole entry, looked up): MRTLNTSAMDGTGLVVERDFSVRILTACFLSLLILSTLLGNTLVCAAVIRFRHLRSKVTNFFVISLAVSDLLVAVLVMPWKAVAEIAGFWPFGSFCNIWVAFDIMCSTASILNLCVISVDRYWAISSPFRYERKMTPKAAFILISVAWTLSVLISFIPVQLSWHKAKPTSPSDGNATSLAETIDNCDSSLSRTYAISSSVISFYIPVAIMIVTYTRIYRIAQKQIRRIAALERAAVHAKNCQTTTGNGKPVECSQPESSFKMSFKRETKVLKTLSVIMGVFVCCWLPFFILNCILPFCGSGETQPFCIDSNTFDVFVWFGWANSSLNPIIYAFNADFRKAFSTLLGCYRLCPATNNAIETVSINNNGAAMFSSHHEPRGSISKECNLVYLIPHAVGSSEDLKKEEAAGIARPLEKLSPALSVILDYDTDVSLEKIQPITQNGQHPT
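Using tetracycline-induced force-coupled D1 Hek293 cells and a calcium dye, signals were followed for 180 s after compound, then for 180 s after EC80 dopamine, to detect inhibitors.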
GRP78 ERSR act: induces the endoplasmic reticulum stress response in human glioma cells; 420,000 compounds, 0.02% hits; U87-MG GRP78 promoter luciferase reporter, 16 h; Potency, µM, for the others: at the highest dose activation, usual class: activators; note: potency is the fitted concentration of half-maximal effect; series mostly up to about 76 µM; % of control where 0% means no effect; nearly all actives have a fitted effect of over 35% in size
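Stably transfected U87-MG human glioma cells carrying a GRP78-based luminescent sensor were seeded at 1000 cells/well, pin-dosed with compounds and incubated 16 h. Luciferase reagent was then added, and end-point luminescence was read after 10 min at room temperature.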
D1 PAM: human D1 dopamine receptor positive modulation. P21728. HEK293 TREx D1 cells, calcium flux, dopamine EC20 potentiation. potentiation, % at 10 µM. 360,000 compounds, 0.036% hits; in the data active = potentiation above about 30%; note: 0% is about no effect
Vif-A3F inh: Vif-A3F binding inhibition; HeLa A3F-eYFP + Vif (tagged APOBEC3F with the HIV-1 protein that degrades it), YFP fluorescence increase; Potency, µM (highest dose often 46.1 µM), without a hit: at the top dose activity, negative = active; 390,000 compounds, 0.2% hits; note: potency is the fitted concentration of half-maximal effect; % of control where 0% means no effect; nearly all actives have a fitted effect of over 65% in size
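HeLa cells stably expressing A3F-eYFP plus Vif, plated and incubated overnight at 37 deg C, then exposed to compounds overnight at 37 deg C. Blocked degradation read as raised yellow fluorescence (Ex 488/Em 500-530).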
D1 ag: human D1 receptor agonism | P21728 | activation, % at 2 µM | HEK293 T-REx D1 cells, calcium flux, agonist mode | 360,000 compounds, 1% hits; in the data active = activation above about 30%; note: 0% is about no effect
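Inducible HEK293 T-REx D1 cells, force-coupled to calcium signalling, were plated at 4000 cells/well with tetracycline and held overnight at 30 C. After no-wash calcium dye loading, compound-evoked calcium rise over 180 s flagged agonists.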
D2 PAM: positively modulates the human D2 dopamine receptor allosterically. P14416. HEK293 T-REx D2, calcium flux, EC20 dopamine potentiation. 340,000 compounds, 0.34% hits. potentiation, % at 10 µM;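 active = potentiation over 3 SD above the plate norm, cut at about 30% in these data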; note: 0% is about no effect
Target sequence (P14416 whole entry, looked up): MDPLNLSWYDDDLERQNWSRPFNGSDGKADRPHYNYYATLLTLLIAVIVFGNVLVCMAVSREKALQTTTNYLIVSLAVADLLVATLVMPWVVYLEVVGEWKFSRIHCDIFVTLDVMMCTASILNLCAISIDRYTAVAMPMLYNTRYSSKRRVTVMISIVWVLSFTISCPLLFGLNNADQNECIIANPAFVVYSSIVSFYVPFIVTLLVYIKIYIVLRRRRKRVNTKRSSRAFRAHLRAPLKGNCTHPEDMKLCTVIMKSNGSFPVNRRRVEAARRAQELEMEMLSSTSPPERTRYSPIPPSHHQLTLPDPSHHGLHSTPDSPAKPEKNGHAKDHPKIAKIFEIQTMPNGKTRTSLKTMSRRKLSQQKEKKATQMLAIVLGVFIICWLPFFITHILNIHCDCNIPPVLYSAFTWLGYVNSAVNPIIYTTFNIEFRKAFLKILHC
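Using a no-wash calcium dye in inducible, force-coupled HEK293 Trex cells expressing D2, we tracked fluorescence each second for 180 s after compound, then for 180 s after EC20 dopamine to detect augmented signalling.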
LDHA inh: LDHA (human) enzyme inhibition. P00338. purified LDHA, NADH/diaphorase-resazurin fluorescence; hits give low values. activity change, % (values are at about 110 or 230 µM). 480,000 compounds, 0.15% hits. AID 1347041; in the data active = activity change below about -30%; inconclusive = mostly about -25% to -30%;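 note: plate controls were DMSO wells for no effect and wells without enzyme for full effect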
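Remaining NADH was detected by diaphorase (0.133 mg/mL) converting 37 µM resazurin to fluorescent resorufin, read at 0 and 20 minutes. The preceding 5-minute room-temperature reaction used 2 nM LDHA, 0.2 mM sodium pyruvate and 0.06 mM NADH at pH 7.4.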
Vif-APOBEC3G blk: blocks the Vif interaction with human APOBEC3G; HeLa A3G-eYFP + Vif (tagged APOBEC3G with the HIV-1 protein that degrades it), YFP fluorescence, overnight; Potency, µM (series often up to 46.1 µM), without a hit: at the highest dose activity, negative = active, hits mostly inhibitors; AID 602310; Q9HC16; 410,000 compounds, 0.076% hits;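 note: potency is the fitted concentration of half-maximal effect; % is set by controls: 0 for no effect and ±100 for the full control effect; nearly all actives have a fitted effect of over 60% in size; hits raise eYFP signal because A3G escapes Vif-driven loss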
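Read-out is eYFP fluorescence (Ex 488/Em 500-530) from Vif-expressing HeLa A3G-eYFP cells; more signal means A3G escaped Vif-mediated degradation. Cells plated overnight, compound pinned in, incubated overnight at 37 deg C.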
RXFP1 agonist: activates the human relaxin receptor RXFP1. HEK293T-RXFP1 cAMP TR-FRET, 30 min; response scale: percent of porcine relaxin response, buffer zero. Potency, µM (top dose mostly 57.5 µM), for inactives: top-dose activation, hits mostly activators. 370,000 compounds, 0.3% hits; note: potency is the fitted concentration of half-maximal effect; % is set by controls: 0 for no effect and ±100 for the full control effect; nearly all actives have a fitted effect of over 60% in size; many of its hits are not listed in these tables
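Agonist response is measured as cAMP accumulation in an RXFP1-transfected HEK293T line under PDE4 inhibition. Values are scaled between buffer-only and 29 nM porcine relaxin, and EC50s come from standard Hill equation fits.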
Starred values were filed as active, the others as inactive; ? = inconclusive; . = not tested or not shown. Unless noted, calls come from the whole dose curve; as a rule, active = well fitted curve in the direction sought with a large enough effect; inconclusive = small, poorly fitted or top-dose-only effect, or another doubt; inactive = no such curve, though single readings can be large; an effect the other way counts as inactive or inconclusive.

1. CN(CC(=O)NC(=O)NCc1ccccc1)Cc1ccc(Cl)c(Cl)c1
2. COc1ccccc1N1CCN(C(=O)C(=O)c2cn(CC(=O)N3CCCCCC3)c3ccccc23)CC1
3. CCn1cc(CNC(=O)c2ccc(OC3CCN(Cc4ccccn4)CC3)cc2)cn1
4. Cc1ccc(C(=O)CN2/C(=C(\O)c3ccccc3)C(=O)c3ccccc3S2(=O)=O)c(C)c1
5. CC(=O)c1cccc(N(C(=O)Cn2nnc3ccccc32)C(C(=O)NCc2ccccc2)c2ccc(F)cc2)c1 (stereo not given)
6. O=c1cc[nH]c2c(Cl)cccc12

Assay by compound	1	2	3	4	5	6
D1 antagonist	-6	1	0	-7	7	-7
GRP78 ERSR act	-3%	0%	-6%	-7%	-2%	1%
D1 PAM	-1	-6	-5	-2	0	-6
Vif-A3F inh	-4%	4%	4%	4%	-11%	1%
D1 ag	11	3	2	3	9	3
D2 PAM	0	-18	14	-9	11	4
LDHA inh	1	-1	3	-3	-5	1
Vif-APOBEC3G blk	1%	-3%	-2%	0%	-1%	-2%
RXFP1 agonist	-1.5%	0.4%	5.3%	-0.2%	-1.0%	0.4%

7. CCOC(=O)C1=C(C#N)C(C(=O)OCC)c2ncccc21 (stereo not given)
8. CC(=O)c1c(C)[nH]c(C(=O)OCC(=O)N2CC(C)OC(C)C2)c1C (stereo not given)
9. NC(=O)C1CCN(c2nc(-c3cccc(Cl)c3)cs2)CC1
10. Cc1cccc(N2C(=O)CN(Cc3ccccc3)C2=S)c1
11. O=C(c1cccc2ccccc12)N1CCN(c2ccccc2F)CC1
12. CC(=O)c1cc(C#N)c(N2CCOCC2)nc1C

Assay by compound	7	8	9	10	11	12
D1 antagonist	.	-4	-6	-1	15	-12
GRP78 ERSR act	-4%	-4%	8%	-4%	-3%	10%
D1 PAM	.	7	-3	2	5	-1
Vif-A3F inh	-9%	4%	-3%	-11%	-2%	-13%
D1 ag	.	4	3	2	2	2
D2 PAM	.	-3	.	9	1	4
LDHA inh	-7	-1	4	3	0	-7
Vif-APOBEC3G blk	1%	1%	-3%	-8%	-5%	-2%
RXFP1 agonist	.	2.7%	0.5%	1.8%	-0.8%	-0.6%

Reformatted with two lines to a compound: entries from further up.
Below each compound – D1 antagonist, GRP78 ERSR act, D1 PAM, Vif-A3F inh, D1 ag, D2 PAM, LDHA inh, Vif-APOBEC3G blk, RXFP1 agonist
(7) CCOC(=O)C1=C(C#N)C(C(=O)OCC)c2ncccc21 (stereo not given)
→ ., -4%, ., -9%, ., ., -7, 1%, .
(8) CC(=O)c1c(C)[nH]c(C(=O)OCC(=O)N2CC(C)OC(C)C2)c1C (stereo not given)
→ -4, -4%, 7, 4%, 4, -3, -1, 1%, 2.7%
(9) NC(=O)C1CCN(c2nc(-c3cccc(Cl)c3)cs2)CC1
→ -6, 8%, -3, -3%, 3, ., 4, -3%, 0.5%
(10) Cc1cccc(N2C(=O)CN(Cc3ccccc3)C2=S)c1
→ -1, -4%, 2, -11%, 2, 9, 3, -8%, 1.8%

Continuation.
13. CC(=O)NC(CC(C)C)C(=O)NC(Cc1ccccc1)C(N)=O (stereo not given)
14. CN1CCN(CCCNc2c(C=O)c(=O)[nH]c3ccccc23)CC1
15. CCN(C(=O)COC(=O)c1n[nH]c2ccccc12)c1ccccc1
16. COc1ccc(N/N=C(/C#N)S(=O)(=O)C(C)(C)C)cc1
17. Cc1ccc(NC(=O)COC(=O)C2CC(=O)N(Cc3ccccc3)C2)cc1S(=O)(=O)N(C)C (stereo not given)
18. Cc1ccc(CNC(=O)C2CCC(=O)N(CC3CCCCC3)C2)o1 (stereo not given)

Assay by compound	13	14	15	16	17	18
D1 antagonist	-14	-5	0	-5	-8	-18
GRP78 ERSR act	0%	-1%	-1%	-3%	-3%	1%
D1 PAM	-2	1	-1	-1	-12	3
Vif-A3F inh	-10%	-21%	0%	3%	15%	-9%
D1 ag	-1	4	4	2	9	5
D2 PAM	3	-5	-9	16	-2	11
LDHA inh	-4	-1	-5	-2	0	-3
Vif-APOBEC3G blk	0%	2%	0%	3%	1%	-4%
RXFP1 agonist	1.4%	1.7%	-1.1%	3.3%	2.0%	0.1%

19. CCC(C)S(=O)(=O)c1oc(-c2cccs2)nc1S(=O)(=O)c1ccccc1 (stereo not given)
20. CC(C)CNC(=O)C1(N2C(=O)c3ccccc3C2=O)CCCC1
21. COc1cc(OC)cc(N(C(=O)c2snc(C(N)=O)c2N)C(C(=O)NCC2CCCO2)c2ccc(C)o2)c1 (stereo not given)
22. CN(Cc1ccccc1)C(=O)c1ccc(NC(=O)Cc2ccc(NC(=O)C3CCCN(C(=O)C4CC4)C3)cc2)cc1 (stereo not given)
23. NC(=O)c1ccc(NC(=O)COC(=O)c2ccc(Br)c(S(=O)(=O)N3CCOCC3)c2)cc1
24. CCOc1cc(/C=N/NC(=O)c2cc(C)n(-c3ccc(F)cc3)c2C)ccc1O

Assay by compound	19	20	21	22	23	24
D1 antagonist	11	.	-13	.	.	4
GRP78 ERSR act	-11%	-1%	.	-2%	-1%	-2%
D1 PAM	2	.	-3	.	.	-7
Vif-A3F inh	6%	6%	.	2%	-13%	10%
D1 ag	9	.	-1	.	.	-1
D2 PAM	13	.	35*	.	.	-9
LDHA inh	-3	-10	.	1	-11	-1
Vif-APOBEC3G blk	-29%	0%	.	4%	-1%	0%
RXFP1 agonist	0.5%	.	1.7%	.	.	0.4%

25. COc1cc(-c2nc3ccc(N4CCN(C)CC4)cc3[nH]2)cc(OC)c1OC
26. C=CCSc1ncc(CO)n1Cc1ccccc1
27. CC[N+](CC)(CC=C(C)C)CC(=O)OC
28. CCOc1cc(C2NN=C(c3ccccc3)S2)ccc1OCc1ccc(F)cc1 (stereo not given)
29. O=S(=O)(CCc1nc2ccccc2s1)c1ccc2ccccc2c1
30. CN(CCc1ccccc1)C(=O)c1ccc(NC(=O)Cc2ccc(NC(=O)C3CCCN(C(=O)C4CCC4)C3)cc2)cc1 (stereo not given)

Assay by compound	25	26	27	28	29	30
D1 antagonist	-9	-50*	4	.	2	.
GRP78 ERSR act	-2%	-2%	-2%	-5%	2%	-3%
D1 PAM	-4	2	-4	-3	5	.
Vif-A3F inh	0%	16%	-3%	0%	-3%	5%
D1 ag	3	-1	4	2	2	.
D2 PAM	8	2	10	7	1	.
LDHA inh	6	-2	-1	-1	-3	1
Vif-APOBEC3G blk	0%	2%	-6%	0%	-5%	-2%
RXFP1 agonist	?	-0.3%	3.1%	0.1%	0.0%	.

31. COC(=O)c1ccc([C@H]2C=C(C(=O)O)O[C@@H](OCc3ccc(CO)cc3)C2)cc1
32. C[C@@H](NC(=O)c1[nH]cnc1C(=O)Nc1nccs1)c1ccccc1
33. Clc1ccc(CN2CCc3nc(Nc4ccc5c(c4)OCCO5)ncc3C2)cc1
34. CCc1ccccc1NC(=O)Nc1ccon1
35. CCN1C(=O)[C@H]2[C@@H](c3ccc(-c4ccc5c(c4)OCO5)c(OC)c3)N[C@@](Cc3ccccc3)(C(=O)OC)[C@H]2C1=O
36. Cn1c(SCC(=O)c2ccccc2)nnc1-c1cccnc1

Assay by compound	31	32	33	34	35	36
D1 antagonist	-16	.	-3	5	5	7
GRP78 ERSR act	-4%	-3%	.	2%	-3%	9%
D1 PAM	-4	0	2	-5	-6	-9
Vif-A3F inh	6%	-1%	.	4%	3%	-8%
D1 ag	3	-1	0	7	11	2
D2 PAM	-1	13	5	-2	0	5
LDHA inh	-11	-1	0	-13	4	0
Vif-APOBEC3G blk	1%	5%	.	-1%	-5%	1%
RXFP1 agonist	-1.5%	0.8%	1.1%	0.6%	-0.1%	-0.3%

37. Cc1cc(C)c(C(=O)CSc2n[nH]c(-c3ccncc3)n2)c(C)c1
38. Nc1nc(SCC(=O)NC2CCCC2)[nH]c(=O)c1-c1ccccc1
39. CCn1c(=O)cc(SCC(=O)NCCC2=CCCCC2)c2ccccc21
40. CC1Sc2ccc(S(=O)(=O)N3CCN(c4ccccc4)CC3)cc2NC1=O (stereo not given)
41. CCOC(=O)C1CCN(C(=O)CN2C(=O)c3ccccc3S2(=O)=O)CC1
42. O=c1[nH]c2ccc(NC(=S)NCc3ccccc3)cc2[nH]1

Assay by compound	37	38	39	40	41	42
D1 antagonist	-1	-6	-5	-6	1	-6
GRP78 ERSR act	-1%	.	-5%	-9%	-1%	1%
D1 PAM	8	-3	4	0	-2	-6
Vif-A3F inh	6%	.	7%	-4%	?	10%
D1 ag	1	2	4	12	4	2
D2 PAM	2	3	-7	-4	12	3
LDHA inh	-7	.	3	-6	-8	-2
Vif-APOBEC3G blk	4%	.	0%	0%	2%	1%
RXFP1 agonist	-1.2%	-1.2%	-0.2%	-0.3%	-1.5%	-1.1%

43. Cc1nn(C)c(C(=O)N2CCc3ccccc32)c1Cl
44. O=S(=O)(c1ccccc1)c1nc(-c2ccco2)oc1NCc1cccnc1
45. Cc1cccc(OCC(=O)O/N=C(\N)Cc2ccc(Cl)cc2)c1
46. CC1(C)NC(C)(C)C(O)(C(N)=O)C1=O (stereo not given)
47. CCC1CCc2c(n(C)c3ccccc3c2=O)O1 (stereo not given)

Assay by compound	43	44	45	46	47
D1 antagonist	11	-3	7	.	-6
GRP78 ERSR act	-2%	-2%	-4%	0%	1%
D1 PAM	-1	6	2	.	-3
Vif-A3F inh	3%	-11%	-1%	9%	-2%
D1 ag	-3	2	2	.	2
D2 PAM	15	5	33*	.	12
LDHA inh	-4	0	-4	-9	-11
Vif-APOBEC3G blk	2%	2%	-9%	-4%	-6%
RXFP1 agonist	0.7%	-0.6%	0.1%	0.0%	1.7%

Only part of the results is shown (hit frequency here may not be typical).
